FUS yeast rescue: FUS proteinopathy suppression in yeast; S. cerevisiae FUS-expressing, growth rescue, OD600, 24 h; Potency, µM (doses to about 76.6 µM), for inactives: top-dose growth rescue (activation), usual class: activators; 390,000 tested, 0.24% active; AID 1347120;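 further: potency means the concentration at half of the fitted maximal effect; plate controls were DMSO vehicle for no effect and reference control for full effect; nearly all actives have a fitted effect of over 55% in size; some results filed as inactive show a strong effect at the top dose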
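Quantitative HTS measuring growth restoration of FUS-toxic yeast. Galactose-induced cells (OD 0.005) were exposed 24hr at 30C to compounds at several concentrations, then absorbance at 600 nm was recorded.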
PTHR1 ag: agonists of human PTHR1 parathyroid hormone receptor; HEK293 GP2 PTHR1 cells, GloSensor cAMP luminescence, 1 h; Potency, µM (titrated, usually from 115 µM), for inactives: at the top dose activation, hits mostly activators; 410,000 tested, 0.075% active; AID 743266; further: potency means the concentration at half of the fitted maximal effect; nearly all actives have a fitted effect of over 55% in size; some results filed as inactive show a strong effect at the top dose; inactives centre near -15; many of its hits are not listed in these tables
Target sequence (Q03431 whole entry, looked up): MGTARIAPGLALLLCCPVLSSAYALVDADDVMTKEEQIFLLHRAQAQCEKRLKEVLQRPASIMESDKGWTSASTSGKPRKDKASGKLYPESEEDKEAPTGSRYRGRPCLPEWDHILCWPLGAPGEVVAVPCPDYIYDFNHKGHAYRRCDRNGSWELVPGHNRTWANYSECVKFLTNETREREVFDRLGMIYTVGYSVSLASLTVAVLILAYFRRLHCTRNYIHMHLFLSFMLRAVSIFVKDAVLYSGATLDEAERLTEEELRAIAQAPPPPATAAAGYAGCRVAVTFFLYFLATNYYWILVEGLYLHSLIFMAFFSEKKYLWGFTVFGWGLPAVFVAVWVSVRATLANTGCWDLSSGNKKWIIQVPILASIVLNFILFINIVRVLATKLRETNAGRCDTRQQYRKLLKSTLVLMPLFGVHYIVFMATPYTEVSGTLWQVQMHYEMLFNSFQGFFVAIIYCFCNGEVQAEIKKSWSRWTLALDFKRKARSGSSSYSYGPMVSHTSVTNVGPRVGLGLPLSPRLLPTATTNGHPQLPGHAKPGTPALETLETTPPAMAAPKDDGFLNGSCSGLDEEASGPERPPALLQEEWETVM
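HEK-293-derived GP2 cells expressing PTHR1 and a GloSensor cAMP reporter, 3,000/well, plated overnight, given luciferin plus IBMX (each 0.5 mM as added) for 1 h at 37 °C, then compound for 1 h at 37 °C. Luminescence was read after 15 min at room temperature.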
Akt phos inh: Akt phosphorylation inhibition; activity change, % for hits at 50 µM; Neuro2A IGF-stimulated pAkt S473 HTRF, 20 min; hits give low values; 360,000 tested, 0.32% active; AID 651550; in the data active means activity change below about -80%; inconclusive means mostly about -51% to -80%; further: on the % scale 0 is the no-effect control and ±100 the full control effect
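Single-point screen (50 µM final compound) in Neuro2A cells stimulated 20 min with 6 nM IGF at 37 deg C. After lysis, Ser473-phosphorylated Akt read by HTRF (ex 330 nm, em 615/665 nm) as the 665/615 ratio.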
Abeta rescue: restores growth of yeast expressing A-beta42 peptide; yeast expressing A-beta42, growth rescue, OD600, 48 h; response scale: 0% DMSO, 100% iron-clioquinol control; Potency, µM (highest dose often 46.1 µM), for inactives: top-dose growth rescue, usual class: activators; 410,000 tested, 0.063% active; further: potency means the concentration at half of the fitted maximal effect; nearly all actives have a fitted effect of over 55% in size
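Yeast A-beta toxicity model in growth medium with pinned compounds, 48 h at 30 C; growth read as absorbance at 600 nm. Normalized to FeCl3/clioquinol equimolar mix (positive) and DMSO (negative).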
aSyn rescue: alpha-synuclein toxicity inhibition in yeast. Yeast expressing alpha-synuclein, growth rescue, BacTiter-Glo, 24 h. AID 652106. 370,000 tested, 0.14% active. Potency, µM (series often up to 46.1 µM), without a hit: at the top dose growth rescue (activation), actives largely listed as activators; further: potency means the concentration at half of the fitted maximal effect; % of control where 0% means no effect; nearly all actives have a fitted effect of over 65% in size
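Readout is rescue of growth in alpha-synuclein-expressing yeast, so inhibitors of toxicity appear as activators. Growth after 24 hr at 30 deg C in galactose medium is quantified by luminescence.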
GLP-1R inv ag: acts as inverse agonist at human GLP-1 receptor; AID 624417; Potency, µM (top dose mostly 38.3 µM), inactives show at the top dose activity change, negative = inhibition, usual class: inhibitors; HEK293 GLP-1R CRE-luciferase, luminescence, 24 h; GLP-1R form is constitutively active; 410,000 tested, 1.6% active; further: potency means the concentration at half of the fitted maximal effect; on the % scale 0 is the no-effect control and ±100 the full control effect; nearly all actives have a fitted effect of over 55% in size
Target sequence (P43220 whole entry, looked up): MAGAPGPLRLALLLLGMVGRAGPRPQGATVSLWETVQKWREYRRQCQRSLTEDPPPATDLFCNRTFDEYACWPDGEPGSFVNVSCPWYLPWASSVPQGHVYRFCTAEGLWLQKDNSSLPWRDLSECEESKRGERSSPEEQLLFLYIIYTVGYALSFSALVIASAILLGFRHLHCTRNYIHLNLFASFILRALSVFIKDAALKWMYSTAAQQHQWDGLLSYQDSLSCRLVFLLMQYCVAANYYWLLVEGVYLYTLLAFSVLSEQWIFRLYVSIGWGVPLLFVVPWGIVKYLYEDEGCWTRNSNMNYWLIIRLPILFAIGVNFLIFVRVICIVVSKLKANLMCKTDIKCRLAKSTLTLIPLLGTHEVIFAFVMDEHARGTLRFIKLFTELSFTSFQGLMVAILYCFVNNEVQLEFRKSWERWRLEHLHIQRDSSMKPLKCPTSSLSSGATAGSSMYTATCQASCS
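Assay principle: reduced luminescence from a cAMP-responsive reporter in HEK293 cells co-expressing a constitutively active GLP-1R. Conditions: 24 hr compound incubation, 37 deg C, 5% CO2.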
HEK293 tox: cytotoxicity in counter-screen for GLP-1R inverse agonists. HEK293 cAMP-luciferase reporter cells, luminescence, 24 h. 410,000 tested, 0.13% active. Potency, µM (highest dose often 38.3 µM), inactives show top-dose activity change, negative = inhibition, hits mostly inhibitors;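 further: loss of luciferase light is scored as toxicity; potency means the concentration at half of the fitted maximal effect; on the % scale 0 is the no-effect control and ±100 the full control effect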
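1536-well qHTS counterscreen of the MLSMR; 200 cells/uL, 12 h pre-incubation, 23 nL cpd, 24 h at 37 deg C 5% CO2, luciferase detection reagent, 12 min RT, luminescence. Inhibition = undesired.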
TDP-43 yeast inh: rescues yeast growth from TDP-43 toxicity | TDP-43 expressing yeast growth rescue, BacTiter-Glo, 24 h | Potency, µM (highest dose often 46.1 µM), without a hit: at the top dose growth rescue (activation), hits mostly activators | 410,000 tested, 1.8% active; further: potency means the concentration at half of the fitted maximal effect; % of control where 0% means no effect; nearly all actives have a fitted effect of over 50% in size
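Cell-based yeast growth screen: TDP-43 expression induced in galactose, inoculum OD600=0.02 after raffinose pregrowth to mid-log. Read-out BacTiter-Glo luminescence at 24 hr, 30 deg C; inhibition of toxicity seen as signal increase.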
MmCpn inh: M. maripaludis TRiC chaperonin inhibition; purified Mm-Cpn ATPase, ADP Transcreener TR-FRET; Potency, µM (titrated, usually from 76.9 µM), for the others: at the top dose activity, negative = inhibition, most hits filed as inhibitors; 330,000 tested, 0.031% active; AID 504842; further: potency means the concentration at half of the fitted maximal effect; on the % scale 0 is the no-effect control and ±100 the full control effect; nearly all actives have a fitted effect of over 80% in size
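25 nM Mm-CPN + cpd, 10 min 37°C; + 10 uM ATP, 30 min 37°C; buffer 30 mM Tris pH 7.4, 100 mM KCl, 5 mM MgCl2, 1 mM DTT; Transcreener ADP HTRF detection 30 min RT.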
Starred values were filed as active, the others as inactive; i = inactive; ? = inconclusive; · = no result given; & = joins results of further samples; [ ] = another dose, or the depositor's remark. Unless noted, the call rests on the fitted dose curve; in most records, active means well fitted curve in the direction sought with a large enough effect; inconclusive means small, poorly fitted or top-dose-only effect, or another doubt; inactive means no such curve, though single readings can be large; an effect the other way counts as inactive or inconclusive. Not all compounds are listed; count on the stated rates, not on these rows.

smiles	FUS yeast rescue	PTHR1 ag	Akt phos inh	Abeta rescue	aSyn rescue	GLP-1R inv ag	HEK293 tox	TDP-43 yeast inh	MmCpn inh
COc1ccccc1-n1c(O)c(C=NCc2ccc3c(c2)OCO3)c(=O)[nH]c1=O	17%	i	i	15%	-1%	5%	-6%	3%	-24%
COc1ccc(C2C=C(C)Oc3c2c(=O)oc2ccccc32)cc1OC (stereo unspecified)	32%	-24%	i	-8%	2%	18%	6%	-5%	·
CN(C)C(=O)Oc1noc2cc(Cl)ccc12	-15%	i	i	-7%	-3%	-3%	-6%	10%	0%
Cc1ccc(N2C(=O)NC(=O)/C(=C\c3cnc(-c4ccccc4)nc3)C2=O)cc1	?	-17%	i	-6%	14%	2%	0%	1%	1%
COc1ccccc1/C=C/C1(C(=O)NC2CCCC2)CC(=O)N1c1ccc(F)cc1 (stereo unspecified)	?	-6%[57.5 µM]	i	5%	0%	3.5µM*	?	-1%	-1%
O=C1CN=C(c2ccc[nH]2)c2cc(Cl)ccc2N1	-17%	i	i	-2%	5%	?	-24%	-2%	1%
COC(=O)C1C2c3ccccc3C(c3ccccc32)C1(C)C(=O)OC (stereo unspecified)	0%	-15%	i	-22%	2%	?	0%	18%	·
c1ccc(CN2Cc3ccccc3-n3nncc3C2)nc1	-24%	i	i	-6%	0%	12%	4%	28%	·
CSCCC(N=Cc1c(O)n(-c2ccc(Br)cc2)c(=O)[nH]c1=O)C(=O)OC(C)(C)C (stereo unspecified)	?	-49%[inhibitor]	i	-13%	0%	6%	0%	3%	-1%
C[C@H]1CC2C3CC=C4C[C@@H](O)CC[C@]4(C)C3CC[C@]2(C)[C@H]1O (stereo partly specified)	-12%	i	i	-9%	1%	84%[activator]	6%	-6%	-1%
Brc1nc(-c2ccccc2)nc(-c2ccccc2)c1Br	-12%	-35%[inhibitor]	i	0%	-3%	6%	1%	8%	·
C[C@H](N)CN1CCc2ccc(Br)cc21	-32%	-30%	i	-1%	5%&2%	?	0%	23%	·
C=CCc1cc(C)ccc1OCCCC(C(=O)OCC)C(=O)OCC	29%	-23%	i	-1%	-2%	?	26%	-15%	0%
CN1CCN(c2ccc(C(N)=O)cc2N)CC1	-14%	-19%	i	18%	-4%	-5%	-2%	3%	-1%
CN1CCN(/N=C/c2c(O)n(Cc3ccc(F)cc3)c(=O)[nH]c2=O)CC1	9%	i	i	-2%	6%	7%	3%	13%	1%
O=C(Cc1ccccc1)Oc1ccccc1N1C(=O)CCC1=O	-1%	i	i	14%	28%	9%	6%	-6%	3%
COc1ccc(OC)c([C@@H](O)[C@H](C)NC(C)(C)C)c1	-35%	-25%	i	-7%	0%	-14%	-9%	20%	3%[15.4 µM]
Cc1ccccc1Cn1cccc(C(=O)Nc2nc3ccccc3s2)c1=O	-9%	-49%[inhibitor]	·	-6%	-8%	-58%	-13%	?	·
CN(C)C1(c2nnnn2CCOC(=O)Nc2ccc(Cl)cc2)CCCCC1	-3%	-15%[57.5 µM]	i	23%	-6%	7.1µM*	-17%	-1%	-1%
N#Cc1cc2c(nc1SCC(=O)Nc1cccc(C(F)(F)F)c1)C1CCN2CC1	-15%	-92%[inhibitor]	·	-15%	2%	?	51%[activator]	-7%	·
COc1ccc2c(c1)c(C(=O)O)c(C)n2CC(C)C	23%	-2%[57.5 µM]	i	8%	15%	-29%	-15%	4%	-1%
CC1=Nc2ccccc2/C1=C/c1c(O)n(C)c(=O)[nH]c1=O	-2%	-18%	i	?	0%	6%	0%	-15%	-2%
COc1cccc(Oc2coc3cc(OC(=O)N(C)C)ccc3c2=O)c1	-7%	-20%	i	-9%	-5%	?	-10%	?	?
CCc1nnc(NS(=O)(=O)c2ccc(N=Cc3c(O)n(-c4ccc(Cl)cc4)c(=O)[nH]c3=O)cc2)s1	?	-10%	i	2%	-2%	-1%	-9%	-12%	1%
COC(=O)C1=C(c2ccccc2OCc2ccccc2)C[C@@H]2CC[C@H]1N2C(=O)NCCOc1ccccc1	41%	-36%[inhibitor]	i	-1%	1%	7%	-5%	?	2%

An excerpt from the list above, for reference:
smiles	FUS yeast rescue	PTHR1 ag	Akt phos inh	Abeta rescue	aSyn rescue	GLP-1R inv ag	HEK293 tox	TDP-43 yeast inh	MmCpn inh
CCc1nnc(NS(=O)(=O)c2ccc(N=Cc3c(O)n(-c4ccc(Cl)cc4)c(=O)[nH]c3=O)cc2)s1	?	-10%	i	2%	-2%	-1%	-9%	-12%	1%
COC(=O)C1=C(c2ccccc2OCc2ccccc2)C[C@@H]2CC[C@H]1N2C(=O)NCCOc1ccccc1	41%	-36%[inhibitor]	i	-1%	1%	7%	-5%	?	2%

(next part)
smiles	FUS yeast rescue	PTHR1 ag	Akt phos inh	Abeta rescue	aSyn rescue	GLP-1R inv ag	HEK293 tox	TDP-43 yeast inh	MmCpn inh
COC(=O)C1=C(c2cc3ccccc3s2)C[C@@H]2CC[C@H]1N2C(=O)N1CCC(C)CC1	?	-37%[inhibitor]	i	-7%	-5%	10µM*	-20%	20%	·
CC(C)(C)CC(=O)Nc1nnc(SCC(=O)NCc2cccs2)s1	-5%	-12%	i	-2%	-5%	?	-4%	-5%	1%
O=C(C1CCC(=O)N1Cc1ccc(F)cc1)N1CCC2(CC1)OCCO2 (stereo unspecified)	-29%	0%[57.5 µM]	·	-13%	6%	1%	1%	-6%	1%
CCN(CC)CC(O)c1ccc(C2CCCC2)cc1 (stereo unspecified)	18%	i	i	-7%	2%	7.1µM*	10%	-8%	-2%
Cc1nc2cc([N+](=O)[O-])ccc2c(=O)n1-c1cccc(Br)c1	3%	-32%[inhibitor]	i	6%	5%	4%	-40%	20%	·
CC(C)(C)C(=O)Nc1ccc(S(=O)(=O)N2CC3CC(C2)c2cccc(=O)n2C3)cc1 (stereo unspecified)	·	i	i	10%	6%	10%	10%	20%	0%
O=c1c2ccccc2nc(/C=C/c2ccccc2)n1-c1ccccc1O	?	i	i	-10%	?	?	-29%	?	0%
CCOC(=O)c1ccc(N=C(c2ccccc2)c2c(O)n(C)c(=O)n(C)c2=O)cc1	9%	-25%	i	-10%	1%	-20%	-19%	-6%	1%
CC(C)CC(NC(=O)C1CCCCC1)C(=O)N1CCC2(CC1)OCCO2 (stereo unspecified)	14%	-13%[57.5 µM]	i	7%	-1%	48%[activator]	2%	-17%	-2%
Cn1cc(C(=O)NP(=O)(N2CCOCC2)N2CCOCC2)c2ccccc21	-3%	i	i	-18%	3%	13%	0%	3%	-1%
CN(C)C(=Nc1ccccc1)P(=S)(N(C)C)N(C)C	2%	i	i	-2%	0%	6%[7.66 µM]	23%[7.66 µM]	28%[9.22 µM]	1%
C/C=C1/C[C@@H](C)[C@](O)(CO)C(=O)OCC2=CCN3CC[C@@H](OC1=O)[C@@H]23	-27%	-24%	i	-12%	-17%	-7%	-12%	18%	0%
Cc1c(N=Cc2c(O)n(Cc3ccco3)c(=O)[nH]c2=O)c(=O)n(-c2ccccc2)n1C	23%	i	·	-8%	0%	7%	1%	-7%	-3%
N#CC(C#N)=NNc1ccc(-n2ccc(C(F)(F)F)n2)cc1	20%	-41%	i	-93%[inhibitor]	-82%[inhibitor]	?	?	-61%[inhibitor][1.82 µM]	-1%
O=c1[nH]cnc2nc(-c3ccc(N(CCCl)CCCl)cc3)[nH]c12	-10%	-6%	i	2%	1%	18%	-12%	-3%	·
CC1CCCN1CCC(C(N)=O)(c1ccccc1)c1ccccc1 (stereo unspecified)	-3%	i	i	-9%	-2%	1%	11%	-22%	·
COC(=O)C1=C(c2cccc(OCc3ccccc3)c2)C[C@@H]2CC[C@H]1N2C(=O)NCc1cccc(F)c1	41%	-35%[inhibitor]	i	11%	-16%	-3%	2%	18%	1%
O=C(CN1CCN(Cc2ccc(Cl)cc2)C1=O)N1CCC2(CC1)OCCO2	-11%	-11%[57.5 µM]	i	28%	1%	9%	1%	9%	0%
CCN1C(=O)/C(=C/c2ccc3c(c2)CCN3CCCCl)C(=O)NC1=S	20%	-29%	i	4%	3%	4%	-4%	16%	-5%
O=c1c2cc(N3CCOCC3)ccc2[nH]c(=S)n1Cc1ccc(Cl)cc1	·	-38%[inhibitor]	i	-23%	-1%	?	-3%	22%	-1%
CC1CN1P(=O)(Oc1ccccc1)N1CC1C (stereo unspecified)	3%	-18%	i	9%	4%	6%	3%	10%	·
CN(C)S(=O)(=O)c1cc(NC(=O)C[N+]23CCN(CC2)CC3)ccc1Cl	2%	i	i	2%	1%	1%	-6%	-25%	-2%
CCOC(=O)C(O)(c1ccc(NC(=O)c2ccco2)c(OC)c1)C(F)(F)F (stereo unspecified)	-17%	-11%	i	-6%[9.22 µM]	0%	0%	-2%	18%	3%
O=c1c2ccccc2nc(-c2ccccc2)n1-c1ccc(O)cc1	10%	-3%	i	3%	8%	?	-7%	-10%	1%
Cc1nc2ccc(Cl)cc2c(=O)n1-c1ccc([N+](=O)[O-])cc1	27%	i	i	4%	0%	-12%	-6%	-24%[1.82 µM]	1%
COc1ccc2c(c1OC)C(=O)OC2C1c2cc3c(cc2CCN1C)OCO3 (stereo unspecified)	6%	i	i	3%	2%	8%	0%	3%	0%
C=CCn1c(O)c(C=Nc2c(C)n(C)n(-c3ccccc3)c2=O)c(=O)[nH]c1=O	21%	6%	i	-11%	2%	21%	7%	-11%	-1%
